SR-BI uptake up = activators of SR-BI mediated DiI-HDL uptake, primary screen, ldlA[mSR-BI] CHO cells, DiI fluorescence. 3 h; 100 = double the neutral-control signal. activation, % at 12.5 µM. 320,000 compounds, 0.096% hits. AID 504775, 2011;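 active = mean replicate activation of at least 60% and every replicate at or above 60%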;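 note: 0% = median plate neutral-control signal and 100% = twice that signal; values of inactives mirror those of a sister screen read the other way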
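Test system: SR-BI-overexpressing, LDLR-lacking CHO cells. Measured by: DiI fluorescence, bottom read. Medium: Ham's F12 with 0.5% BSA, HEPES 25 mM, pH 7.4. Timing: 3 h uptake period with compound, 37 °C.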
NSD2 inh = NSD2 histone methyltransferase inhibitors, primary screen, biochemical, AlphaScreen, single concentration, set 2. AID 743445, 2014. Histone-lysine N-methyltransferase NSD2 (Homo sapiens), O96028. inhibition, % at 12.5 µM. NSD2 peptide methylation, 120 min. 310,000 compounds, 0.54% hits; in the data active = inhibition above about 50%
PKA-R2B activ = activators of PKA-R2B holoenzyme, primary screen, biochemical, fluorescence polarization, Cy5-IP20, human; AID 504700, 2011; PKA-R2B holoenzyme dissociation; R2B truncated from residue 108, S112A mutant; 0% DMSO only, 100% 113 µM cGMP; activation, % at 11.4 µM; cAMP-dependent protein kinase catalytic subunit beta (Homo sapiens) + cAMP-dependent …; 340,000 compounds, 0.079% hits;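 active = activation above a cutoff set at the mean over all compounds plus 3 SD, cut at about 18% in these data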;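 note: higher means more holoenzyme dissociation and a rise in polarization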
PKA-R1A activ = activators of PKA-R1A holoenzyme, primary screen, biochemical, fluorescence polarization, Cy5-IP20, bovine R1A, mouse PKAc | activation, % at 11.4 µM | cAMP-dependent protein kinase type I-alpha regulatory subunit (Bos taurus) + … | 340,000 compounds, 0.083% hits | PKA-R1A dissociation; scaled: DMSO 0%, 113 µM cGMP 100%;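 active = percent activation above the mean of all tested compounds plus 3 SD, cut at about 19% in these data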;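 note: higher means more PKAc released from R1A so a rise in polarization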
dFosB activator = activators of delta FosB homodimer, primary screen, biochemical, fluorescence polarization, TAMRA-CDK5 oligo, single point; AID 493131, 2011; 340,000 compounds, 0.99% hits; purified delta FosB; percent of positive-control signal above neutral wells; Protein FosB (Mus musculus), P13346; activation, % at 25 µM;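 active = mean activation above about 17%, with every replicate also reaching it, limit read from the data, passing the limit was not always enough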;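 note: fluorescence polarization rise as delta FosB binds a TAMRA Cdk5 AP-1 oligo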
Target sequence (P13346 whole entry, looked up): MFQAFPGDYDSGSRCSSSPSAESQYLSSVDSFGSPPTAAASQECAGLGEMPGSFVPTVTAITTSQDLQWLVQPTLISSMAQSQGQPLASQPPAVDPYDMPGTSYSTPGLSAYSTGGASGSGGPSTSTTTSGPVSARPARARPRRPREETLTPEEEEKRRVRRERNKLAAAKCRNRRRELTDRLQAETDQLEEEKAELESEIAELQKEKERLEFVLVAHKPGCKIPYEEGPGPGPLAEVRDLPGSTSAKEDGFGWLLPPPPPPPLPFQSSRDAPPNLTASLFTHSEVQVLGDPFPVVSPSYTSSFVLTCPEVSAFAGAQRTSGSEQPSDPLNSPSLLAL
SR-BI HDL uptake = inhibitors of SR-BI mediated HDL lipid uptake, primary screen, ldlA[mSR-BI] cells, fluorescence, single point; Scavenger receptor class B member 1 (Mus musculus), Q61009; ldlA[mSR-BI] CHO cells, DiI-HDL uptake fluorescence, 3 h; inhibition, % at 12.5 µM; 320,000 compounds, 0.96% hits;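 active = mean replicate inhibition of at least 70% and a set share of replicates each scoring 70 or more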;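 note: 0% = median of neutral control wells and 100% = median of positive control wells; values of inactives mirror those of a sister screen read the other way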
Arrestin-AP2 inh = inhibitors of beta-arrestin/AP2 binding, primary screen, biochemical, GPCR trafficking, flow cytometry; AID 504490, 2011; 340,000 compounds, 0.31% hits; FITC-arrestin peptide / GST-AP2 beads; AP2 beta2 appendage carries R879A mutation; beta-arrestin 1 C-terminal peptide binding to AP2 beta2-adaptin appendage (human); inhibition, % at 10 µM;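 active = inhibition above a set limit, near 3 SD of compounds lacking own fluorescence, cut at about 54% in these data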;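 note: plate controls were DMSO wells for no effect and 5 µM unlabelled arrestin peptide for full effect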
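Test system: GST-tagged AP2 beta2-adaptin appendage (R879A) on 4 µm glutathione beads; also added: fluorescein-tagged arrestin peptide at 50 nM final; timing: 12 min plus 1 h, RT; signal: flow cytometry, FL1 (488/535 nm); read-out: percent drop in bead-associated FITC signal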
SUMO Mot1 rescue = yeast Mot1-301 growth rescue at high temperature, primary screen, SUMOylation pathway inhibitor project, S. cerevisiae, ATP luminescence, 38.5C | S. cerevisiae Mot1-301 growth rescue; percent above DMSO median, 100 means doubled | 320,000 compounds, 1% hits | growth rescue, % at 18.8 µM | AID 2716, 2010;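 active = every valid replicate shows activation above 250% relative to neutral control wells; inactive = the rest, any valid replicate at or below 250%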;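 note: OY570 slx delta 5 strain wells were the positive control but not used for scaling; some compounds called inactive have numbers as strong as hits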
CDK5 p35 inh = inhibitors of human CDK5/p35 kinase, primary screen, biochemical, single concentration. 330,000 compounds, 0.01% hits. Cyclin-dependent kinase 5 (Homo sapiens) + Cyclin-dependent kinase 5 activator 1 (Homo …. inhibition, % at 10 µM. Recombinant CDK5/p35, ADP-Glo luminescence, 60 min;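 active = highest replicate inhibition of at least 50% and at least 75% of replicates reaching 50%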;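 note: plate controls were DMSO neutral control for no effect and GW8510 at 10 µM for full effect; many of its hits are not listed in these tables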
Target sequence (Q00535 whole entry, looked up): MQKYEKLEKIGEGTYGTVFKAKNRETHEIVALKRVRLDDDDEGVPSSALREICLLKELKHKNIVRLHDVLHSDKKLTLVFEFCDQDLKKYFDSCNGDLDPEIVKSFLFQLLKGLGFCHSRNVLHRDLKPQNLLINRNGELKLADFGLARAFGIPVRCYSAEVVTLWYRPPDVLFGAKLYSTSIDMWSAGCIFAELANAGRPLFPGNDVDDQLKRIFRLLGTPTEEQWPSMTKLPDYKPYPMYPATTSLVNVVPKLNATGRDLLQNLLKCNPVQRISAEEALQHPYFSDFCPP
Target sequence (Q15078 whole entry, looked up): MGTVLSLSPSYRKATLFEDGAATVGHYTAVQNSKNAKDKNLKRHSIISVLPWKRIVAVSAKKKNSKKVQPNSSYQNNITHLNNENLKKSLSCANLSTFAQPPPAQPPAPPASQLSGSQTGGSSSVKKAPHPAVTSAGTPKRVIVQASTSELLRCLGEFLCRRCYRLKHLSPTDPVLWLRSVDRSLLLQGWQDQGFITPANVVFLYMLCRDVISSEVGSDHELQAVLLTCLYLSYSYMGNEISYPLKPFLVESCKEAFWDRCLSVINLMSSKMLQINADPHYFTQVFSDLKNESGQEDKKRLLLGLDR
MITF TRPM1 HTS = activators of MITF-driven TRPM1 promoter reporter, primary screen, cell-based, SK-MEL-5, luciferase, single point; activation, % at 12.5 µM; SK-MEL-5 TRPM1-promoter luciferase, 24 h; % of positive control, neutral wells = 0; AID 588334, 2011; 300,000 compounds, 0.75% hits;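 active = mean activation of at least 80% with every replicate also reaching 80%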;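 note: 0% = neutral control wells and 100% = parthenolide positive control wells; values of inactives mirror those of a sister screen read the other way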
Pemphigus Ab inh = inhibitors of pemphigus antibody binding to DSG3, primary screen, biochemical, bead-based, flow cytometry, scFv-GFP. Desmoglein-3 (Homo sapiens), P32926. DSG3-coupled beads, scFv-anti-DSG3-GFP binding; hits give low values. binding (percent of control), % at 10 µM. 310,000 compounds, 0.48% hits;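 active = binding more than 3 SD below its plate's average and above zero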;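 note: hits lower antibody fragment binding to DSG3; some compounds called inactive have numbers as strong as hits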
Active calls of the source: *; i = inactive; · = no result given; & = joins results of further samples. The list is partial; rates above refer to the full screens.

SMILES	PKA-R2B activ	Pemphigus Ab inh	CDK5 p35 inh	SR-BI uptake up	dFosB activator	MITF TRPM1 HTS	Arrestin-AP2 inh	SR-BI HDL uptake	SUMO Mot1 rescue	PKA-R1A activ	NSD2 inh
CN(Cc1c[nH]c2ccccc12)C1CCCCC1	-3	115	-4.7	11	-8	-4	30	-11	13	0	3
O=[N+]([O-])c1cc(Cl)c(O)c(-[n+]2c(-c3ccccc3)cc(-c3ccccc3)cc2-c2ccccc2)c1	0	90	0.7	12	-4	10	12	-12	13	7	1
CN1CCC(=O)N(CCN=[N+]=[N-])CC1	-8	105	1.5	25	-3	3	21	-25	-2	6	·
COc1ccc(C2NCCc3[nH]cnc32)cc1 (centres undefined)	-9	151	1.3	8	-5	3	-5	-8	25	-24	-1
CC(=O)c1cccc(NC(=O)N2C[C@H]3C[C@@H](C2)c2cccc(=O)n2C3)c1	6	96	0.0	27	-8	2	1	-27	39	5	·
CC12CCC3C(CCC4C/C(=N/O)CCC43C)C1CCC2O (centres undefined)	-2	98	1.3	11	-5	-14	-2	-11	4	-5	-2
CCC(=NCCCn1ccnc1)c1c(O)n(Cc2ccccc2)c(=O)[nH]c1=O	4	94	-0.7	14	0	·	-3	-14	-1	-6	1
CCOc1ccccc1C1SCC(=O)Nc2c1c(=O)[nH]n2C(CC)CC (centres undefined)	-10	102	0.2	11	-3	0	0	-11	-2	0	-1
CC12CC[C@H]3[C@@H](CCC4(O)C[C@H](O)CCC34/C=N/NC(=O)c3ccccc3O)C1(O)CCC2C1=CC(=O)OC1 (some centres undefined)	-6	99	-1.0	·	-3	-6	-9	·	-7	-5	-1
COc1ccc(C(=O)N2CCCC2=O)cc1	2	97	-0.2	20&9	4	-14	-2	-20&-9	174	-6	·
Cc1cc(C=C2C(=O)N(C)C(=S)N(C)C2=O)c(C)n1-c1cccnc1	10	90	-1.1	·	-7	-4	24	·	-4	-7	8
Cc1c(C=O)c2ccccc2n1Cc1ccccc1	-4	105	1.8	10	-3	·	7	-10	-11	1	-3
C/C=C1\NC(=O)[C@@H](NC(=O)[C@H](CCc2ccc(O)cc2)NC(=O)[C@H](C)NC(=O)[C@H](O)CO)[C@@H](C)OC(=O)[C@H](C(C)C)NC(=O)[C@H](Cc2ccc(O)cc2)N(C)C(=O)[C@H](Cc2ccccc2)N2C(=O)C(CC[C@H]2O)NC1=O (some centres undefined)	1	199	0.2	-1	-6	1	28	1	·	-2	·
COc1cc(N2CCOCC2)ccc1/C=C1\C(=O)NC(=O)N(C2CCCCC2)C1=O	3	104	0.8	33	3	-4	5	-33	-7	3	20
CCC(=Nc1ccc2c(c1)CCC2)c1c(O)n(C2CCCCC2)c(=O)[nH]c1=O	-3	103	0.5	-27	3	7	0	27	2	-1	33
CC(=O)OC1C(O)C(C)OC(OC2C(OC(=O)C3CCC4C(C3)OC3(CC(OC(=O)/C=C/c5ccccc5)C(C)CO3)C43CO3)OC(C)C(O)C2OC(C)=O)C1O (centres undefined)	-8	87	1.5	8	-20	·	-11	-8	·	-5	0
CCCCCn1c(=O)c(C(=O)NCc2ccccn2)c(O)c2ccccc21	-2	·	-1.5	-30	-42	0	2	30	-2	-15	-1
COCCNC(=O)Cn1cc(/C=C2\C(=O)NC(=O)N(c3ccccc3F)C2=O)c2ccccc21	11	100	-0.6	-15	-13	·	-18	15	-7	-4	12
O=c1[nH]c(=O)n(Cc2ccc(F)cc2)c(O)c1C=NCC1CCCO1 (centres undefined)	-10	68	0.1	15	-2	10	10	-15	-10	-7	3
COC(=O)C1=C(c2ccc(F)cc2OCc2ccccc2)C[C@@H]2CC[C@H]1N2C(=O)NCc1ccccc1OC	-1	100	-3.3	-17	3	13	2	17	-5	3	·
C[C@]12N[C@H](Cc3ccccc31)c1ccccc12	0&9	113	-0.3&-0.2	12&-2	-1&5	5&12	-1&2	-12&2	1	8&2	·
Nc1ccc2c(c1)Cc1ccccc1-2	-9	85	4.0	23	-1	42	9	-23	0	-5	5
Cc1c(CCN)ccc2c1[nH]c1ccccc12	-11	114	1.0	27	1	-9	16	-27	-4	-5	4
O=c1[nH]c2ccccc2c(=O)n1-c1cccc(Cl)c1	-6	66	-1.3	11	3	11	1	-11	6	-5	0
Cc1ccccc1-n1c(O)c(/C=N/N2CCOCC2)c(=O)[nH]c1=S	4	105	-2.2	-3	5	2	-5	3	-11	-1	-1

(list continues)
SMILES	PKA-R2B activ	Pemphigus Ab inh	CDK5 p35 inh	SR-BI uptake up	dFosB activator	MITF TRPM1 HTS	Arrestin-AP2 inh	SR-BI HDL uptake	SUMO Mot1 rescue	PKA-R1A activ	NSD2 inh
Cc1cccc(N=C2c3cc([N+](=O)[O-])ccc3-c3c2cc([N+](=O)[O-])cc3[N+](=O)[O-])c1	-8	129	-0.9	-8	4	-40	16	8	·	0	3
Cc1nn(Cc2ccccc2)c(C)c1C=C1C(=O)NC(=O)NC1=O	9	130	3.2	12	-4	6	2	-12	-4	-6	6
Cc1ccc(-c2nc(CS(=O)CC(=O)N3CCC4(CC3)OCCO4)c(C)o2)cc1 (centres undefined)	-6	107	3.4	-19	-9	3	2	19	2	1	15
CSc1ccc(C(=O)C2CCCN(C)C2)cc1 (centres undefined)	3	100	-0.3	7	-4	-4	9	-7	-3	5	4
c1ccc(C2OCCN3CCCCC23)cc1 (centres undefined)	-1	·	-0.2	46	0	8	6	-46	-9	7	-2
Nc1ccc(S(=O)(=O)N2CC3CC(C2)c2cccc(=O)n2C3)cc1 (centres undefined)	-13	114	-4.4	2	7	7	-6	-2	-3	-2	·
COc1cc(C2(C#N)CCN(C)CC2)cc(OC)c1OC	2	98	1.7	10	1	-10	12	-10	·	2	2
O=C1CN=C(c2cc([N+](=O)[O-])ccc2Cl)c2cc([N+](=O)[O-])ccc2N1	-12	108	-1.5	-5	0	·	18	5	-6	-9	0
CNC(=O)Oc1ccc(-c2cn3cc(Cl)ccc3n2)cc1	-4	95	1.6	18	1	28	17	-18	-12	14	30
O=C(CCNC(=O)N1C[C@H]2C[C@@H](C1)c1cccc(=O)n1C2)Nc1ccc(F)cc1	0	80*	-1.2	5	0	0	14	-5	-13	-7	·
Cc1ccc(Cl)cc1-n1c(O)c(C=NCCCN2CCOCC2)c(=O)[nH]c1=O	14	57	-1.0	9	-14	3	13	-9	-9	-6	-1
C=CCN=C(SCC(=O)c1ccc(Cl)cc1)c1c(O)n(C)c(=O)n(C)c1=O	-3	·	-1.1	16	-3	·	-7	-16	13	6	0
O=C(CCN1CCOCC1)NCC(=O)Nc1ccc(Br)cc1C(=O)c1ccccc1	-7	98	-1.9	-12	-4	-3	-6	12	6	-4	3
COc1cc(/C=N/n2cnnc2)ccc1OC(=O)N(C)C	-7	99	0.8	-7	8	2	-5	7	102	-5	5
COC(=O)C1=C(c2ccc(-c3ccccc3)c(F)c2)C[C@@H]2CC[C@H]1N2C(=O)NCCOc1ccc(OC)cc1	-12	97	-0.3	-40	-13	-13	-14	40	-17	-5	·
C=CCOC(=O)C1C(C(=O)O)C2(Cl)C(Cl)=C(Cl)C1(Cl)C2(Cl)Cl (centres undefined)	-3	100	-0.1	13	0	2	0	-13	·	3	-1
O=C1CCCN1CC#CCN1CCCC1	1	97	-1.6	10	2	-8	3	-10	-10	1	·
CCOP(=O)(OCC)/C(C#N)=C/c1ccoc1	1	93	-1.1	26	0	-11	4	-26	-6	-11	-1
CSc1ncc(Cl)c(C(=O)O)n1	13	103	1.4	8	5	-2	-2	-8	14	-10	-4
Cc1nn(Cc2ccccc2)c(C)c1C(=O)NCc1ccccc1F	9	99	-0.4	-8	-4	-3	0	8	-7	-9	-4
O=C(O)c1ccc(N=Cc2c(O)[nH]c(=O)[nH]c2=O)cc1	2	96	0.6	2	0	8	3	-1	-14	3	-1
Cc1cc(C(=O)OCC(=O)Nc2ccc(F)cc2F)c(C)n1C1CC1	-4	·	-5.6	-12	-6	9	5	12	99	-5	5
CC(=O)OC1CC(OC2C(O)CC(OC3C(O)CC(OC4CCC5(C)C(CCC6C5CC(O)C5(C)C(C7=CC(=O)OC7)CCC65O)C4)OC3C)OC2C)OC(C)C1OC1OC(CO)C(O)C(O)C1O (centres undefined)	7	i	0.8	-3	-6	-69	-35	3	·	-7	·
C#CCN1CCN(c2ccc(F)cc2)CC1	-17	101	3.8	2	-6	2	-16	-2	-8	-4	-8
COc1cccc(CC(=O)N(C)C2CCCN(Cc3ccccc3F)C2)c1 (centres undefined)	3	112	0.9	1	-2	-6	33	-1	-4	-1	-1
CN(C)P(=O)(C(Cl)=C(N1CCCCC1)N1CCCCC1)N(C)C	-12	101	2.7	9	6	7	0	-9	-13	-7	0
COc1ccc(NC(=O)C2C3CCC(O3)C2C(=O)O)c(OC)c1 (centres undefined)	-2	93	-1.4	-10	4	6	-14	10	-15	-7	2

Some values from the results shown:
COc1cccc(CC(=O)N(C)C2CCCN(Cc3ccccc3F)C2)c1 (centres undefined) – CDK5 p35 inh = 0.9
C=CCN=C(SCC(=O)c1ccc(Cl)cc1)c1c(O)n(C)c(=O)n(C)c1=O – SUMO Mot1 rescue = 13

Compound activity: PubChem BioAssay, several laboratories
